JMJD2A Tudor = qHTS Assay for Inhibitors of JMJD2A-Tudor Domain. Lysine-specific demethylase 4A (Homo sapiens), O75164. AlphaScreen JMJD2A-Tudor / H3K4me3 peptide binding. Potency, µM (top dose mostly 114 µM), for inactives: top-dose activity change, negative = inhibition, usual class: inhibitors. actives 4.4% (n = 390,000); further: potency means the concentration at half of the fitted maximal effect; on the % scale 0 is the no-effect control and ±100 the full control effect; nearly all actives have a fitted effect of over 50% in size
Pin1 inhibitor = qHTS Assay to Find Inhibitors of Pin1. Potency, µM (top dose mostly 115 µM), for inactives: at the top dose activity, negative = inhibition, most hits filed as inhibitors. Pin1 FP peptide displacement, HiFluor488, 10 min. actives 0.009% (n = 390,000). Peptidyl-prolyl cis-trans isomerase NIMA-interacting 1 (Homo sapiens), Q13526. AID 504891, 2011; active means well fitted inhibition curve with a large enough effect in the polarisation, with a control signal flat, not every such curve was filed as active; inconclusive means small, poorly fitted or top-dose-only effect, or effect the other way, or a change in a side signal; inactive means no such curve, though single readings can be large or run the other way; the % refers to the polarisation; further: potency means the concentration at half of the fitted maximal effect; on the % scale 0 is the no-effect control and ±100 the full control effect
Target sequence (Q13526 whole entry, looked up): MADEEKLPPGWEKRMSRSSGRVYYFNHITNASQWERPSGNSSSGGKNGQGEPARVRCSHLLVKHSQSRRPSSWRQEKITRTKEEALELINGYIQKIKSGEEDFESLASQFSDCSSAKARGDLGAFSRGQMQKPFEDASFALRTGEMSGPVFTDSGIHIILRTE
PI4K2A inh = qHTS for small molecular inhibitors of PI4K2A | activity change, negative = inhibition, % at 76.9 µM | actives 0.13% (n = 420,000) | purified PI4K2A, ADP-Glo luminescence, 1 h; active compounds read low; in the data active means activity change below about -50%; inconclusive means mostly about -30% to -49%;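 further: -100% = wells without enzyme as full effect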
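ADP-Glo luminescence measured ADP generated by PI4K2A enzyme (4 ug/mL before mixing) with 1.2 mM PI substrate (pre-mix) and 300 microM ATP (pre-mix). Tris pH7.5 buffer with MgCl2, Triton X-100; 1 h reaction at ambient temperature.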
GLS inh = qHTS for Inhibitors of Glutaminase (GLS). Glutaminase kidney isoform, mitochondrial (Homo sapiens), O94925. GLS enzymatic activity, qHTS titration. Potency, µM (series often up to 45.5 µM), for the others: at the highest dose activity change, negative = inhibition, most hits filed as inhibitors. actives 0.21% (n = 410,000). AID 624170, 2012; further: potency means the concentration at half of the fitted maximal effect; on the % scale 0 is the no-effect control and ±100 the full control effect
Target sequence (O94925 whole entry, looked up, canonical isoform): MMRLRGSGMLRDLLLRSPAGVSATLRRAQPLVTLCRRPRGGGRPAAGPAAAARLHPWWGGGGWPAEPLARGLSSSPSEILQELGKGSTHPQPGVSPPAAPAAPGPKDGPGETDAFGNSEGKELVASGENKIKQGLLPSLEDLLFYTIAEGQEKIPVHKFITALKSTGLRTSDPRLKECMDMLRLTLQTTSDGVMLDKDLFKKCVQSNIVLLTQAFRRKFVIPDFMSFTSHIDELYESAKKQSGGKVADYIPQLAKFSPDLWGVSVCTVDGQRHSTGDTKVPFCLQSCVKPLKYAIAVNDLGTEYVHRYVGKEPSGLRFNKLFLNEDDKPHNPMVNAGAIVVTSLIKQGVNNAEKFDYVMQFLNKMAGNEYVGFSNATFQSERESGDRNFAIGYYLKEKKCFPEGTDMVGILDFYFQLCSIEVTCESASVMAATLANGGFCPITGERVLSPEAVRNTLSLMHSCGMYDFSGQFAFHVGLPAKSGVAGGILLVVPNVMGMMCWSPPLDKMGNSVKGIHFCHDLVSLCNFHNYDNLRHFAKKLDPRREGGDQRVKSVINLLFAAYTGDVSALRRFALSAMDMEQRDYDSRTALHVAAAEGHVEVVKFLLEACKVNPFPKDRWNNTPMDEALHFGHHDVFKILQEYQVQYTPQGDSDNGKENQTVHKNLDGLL
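Glutamate formation by hKGA was monitored fluorometrically using coupled glutamate oxidase, HRP and Amplex Red. Substrate was added as 1 mM L-glutamine solution; incubation was 30 min at RT after an initial read.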
BAZ2B block = qHTS Assay for Inhibitors of BAZ2B | Potency, µM (doses to about 114 µM), for inactives: at the top dose activity change, negative = inhibition, hits mostly inhibitors | AlphaScreen BAZ2B-H3K14Ac peptide displacement | Bromodomain adjacent to zinc finger domain protein 2B (Homo sapiens), Q9UIF8 | actives 4.4% (n = 360,000); further: potency means the concentration at half of the fitted maximal effect; on the % scale 0 is the no-effect control and ±100 the full control effect; nearly all actives have a fitted effect of over 60% in size
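AlphaScreen displacement: compounds (up to 110uM) incubated 30 min at room temperature with a preformed 50 nM BAZ2B/50 nM biotinylated H3K14Ac peptide complex in PBS pH 7.4 with Tween-20. Donor and acceptor beads at 10 ug/mL final added, 20 min light-protected before reading.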
G9a inh = qHTS Assay for Inhibitors of Histone Lysine Methyltransferase G9a. G9a H3K9 monomethylation, AlphaScreen, 2 h. Potency, µM (highest dose often 102 µM), inactives show top-dose activity, negative = inhibition, usual class: inhibitors. actives 8.8% (n = 350,000). AID 504332, 2011; further: potency means the concentration at half of the fitted maximal effect; on the % scale 0 is the no-effect control and ±100 the full control effect; nearly all actives have a fitted effect of over 75% in size
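Enzyme 20 nM + cpd, 15 min RT; add b-H3K9 pep 500 nM / SAM 20 uM; 2 h RT; anti-H3K9me1 Ab 0.5 ug/mL + SA donor / anti-rabbit acceptor beads 20 ug/mL each, 10 min; AlphaScreen read.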
HP1b chromo inh = HTS for Inhibitors of HP1-beta Chromodomain Interactions with Methylated Histone Tails | AlphaScreen HP1-beta / biotin-H3K9me3 peptide binding | Potency, µM (series often up to 114 µM), inactives show at the highest dose activity change, negative = inhibition, most hits filed as inhibitors | actives 0.56% (n = 390,000) | AID 540317, 2011; further: potency means the concentration at half of the fitted maximal effect; nearly all actives have a fitted effect of over 70% in size; inactives centre near 23
Target sequence (P83916 whole entry, looked up): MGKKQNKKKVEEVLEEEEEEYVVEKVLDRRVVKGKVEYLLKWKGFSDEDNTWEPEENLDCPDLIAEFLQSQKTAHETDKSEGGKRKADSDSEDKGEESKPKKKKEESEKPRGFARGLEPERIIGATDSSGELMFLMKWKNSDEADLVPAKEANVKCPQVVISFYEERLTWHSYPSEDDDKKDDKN
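Compound inhibition of the preformed complex between 50 nM HP1-beta and 50 nM biotinylated H3K9me3 peptide was read by AlphaScreen. Buffer was PBS pH 7.4 with 0.01% Tween-20. Incubations ran 30 min at room temperature, with 10 ug/mL donor/acceptor beads.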
Pol eta inh = qHTS for Inhibitors of Polymerase Eta; DNA polymerase eta (Homo sapiens), Q9Y253; AID 588591, 2011; actives 1.2% (n = 390,000); recombinant Pol eta, fluorescent DNA replication assay; Potency, µM (doses to about 114 µM), for the others: at the top dose activity change, negative = inhibition, actives largely listed as inhibitors; further: potency means the concentration at half of the fitted maximal effect; on the % scale 0 is the no-effect control and ±100 the full control effect
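Fluorescent replication assay: 50 nM final substrate added after a 15 min room-temperature compound preincubation with 10 nM enzyme. Signal taken at 0 min and again at 10 min.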
Tb PGK inh = qHTS Assay to Find Inhibitors of Phosphoglycerate Kinase; Phosphoglycerate kinase, glycosomal (Trypanosoma brucei brucei), P07378; PGK/GAPDH coupled, Kinase-Glo luminescence, 60 min; Potency, µM (series often up to 57.5 µM), for inactives: at the top dose activity change, negative = inhibition, hits mostly inhibitors; actives 0.043% (n = 380,000); AID 602233, 2012; further: potency means the concentration at half of the fitted maximal effect; on the % scale 0 is the no-effect control and ±100 the full control effect; nearly all actives have a fitted effect of over 60% in size
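Recombinant glycosomal PGK reaction used 1,3-bisphosphoglycerate generated in-well by GAPDH (100nM final) in 100mM TEA pH 7.6, 5mM MgCl2, 0.01% Tween-20. After 60 minutes at room temperature, ATP was read by Kinase-Glo Plus luminescence end-point.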
* hit, by the source's call; i = inactive; ? = inconclusive; . = not tested or not shown; & = joins results of further samples; [ ] = remark or other dose. Unless noted, the call rests on the fitted dose curve; in most records, active means well fitted curve in the direction sought with a large enough effect; inconclusive means small, poorly fitted or top-dose-only effect, or another doubt; inactive means no such curve, though single readings can be large; an effect the other way counts as inactive or inconclusive.

SMILES | JMJD2A Tudor | Pin1 inhibitor | PI4K2A inh | GLS inh | BAZ2B block | G9a inh | HP1b chromo inh | Pol eta inh | Tb PGK inh
O=C(CSc1oc(-c2cccs2)nc1S(=O)(=O)c1ccccc1)NC1CCCCC1 | -13% | 25% | 4 | -1% | -35% | -10%[2.33 µM] | 6% | 5% | -1%
COc1ccc(C(=O)Nc2cnn(Cc3ccc(Cl)cc3)c2)cc1OC | -18% | -10% | 4 | 7% | -31% | 22% | 10% | -2% | -3%
CCOc1ccccc1C(=O)NCC(=O)NNC(=O)c1cccc(S(=O)(=O)Nc2ccc(OC)cc2)c1 | -18% | ? | -4 | 30% | 4% | 4%[0.501 µM] | 30% | -15% | -1%
O=C(NCc1ccncc1)c1ccc(Br)o1 | -8% | -2% | 1 | 0% | . | ? | 35% | -3% | -8%
CN(C)c1ccc(-c2nc3cnccn3c2Nc2cccc(C(F)(F)F)c2)cc1 | -29% | ? | -1 | 0% | ? | -41%[59 µM] | 22% | -9% | 2%
Cc1nn(CC(=O)N2CCc3ccccc3C2)c(C)c1Cl | 1% | 3% | -4 | -6% | -3% | . | 42%[activator] | -9% | 0%
O=C1OCc2ccc(NS(=O)(=O)c3ccc(C(F)(F)F)cc3)cc21 | -11% | -1% | -1 | 1% | -1% | 9% | 34% | 11% | -2%
COc1cc(OC)c(C(=O)OCC(=O)NCCc2ccccc2)cc1OC | -7% | 1% | -1 | -15% | -22% | 0% | 44%[activator] | -10% | -1%
COc1ccc([N+](=O)[O-])cc1NC(=O)/C=C/C(=O)O | -9% | -10% | 2 | 8% | -1% | 3% | 17% | -17% | 10%
COc1ccc(O)c(/C=N/c2sc(C)c(C)c2C#N)c1 | 79µM* | 58%[activator] | 4 | 13% | -33% | ? | ? | 8% | i
CC(C)CNC(=O)CCCc1c[nH]c2ccccc12 | -12%[57.1 µM] | 0% | 2 | 51%[activator] | -6%[57.1 µM] | 4% | 29% | -11% | -1%
COc1cc2oc(=O)cc(-c3cccc(-c4ccc(C(F)(F)F)cc4)c3)c2c(OC)c1OC | -19% | -1% | 1 | -2% | . | 16%[59 µM] | 25% | -9% | -6%
CN(C)Cc1nc2ccccc2c(=O)n1Cc1nc(C(C)(C)C)cs1 | -20% | 4% | -2 | 4% | -34% | ? | 22% | -19% | i
O=C(O)C1=C[C@H](c2ccc(Br)cc2)C[C@H](OCCCCO)O1 | -26% | -13% | 3 | 5% | -7% | 0%[59 µM] | 35% | 9% | -7%
CCOc1ccc(C(C(=O)NC2CCCCC2)N(C(=O)Cc2cccs2)c2ccc(-n3cnnn3)c(OC)c2)cc1 (stereo not given) | -17% | 1% | -5 | -6% | 7% | 15%[59 µM] | 22% | -9% | -4%
COc1ccc(N2CCN(C(=O)c3cccs3)CC2)cc1 | -26% | 8% | 2 | 28% | ? | 50µM* | 16% | -5% | i
Cn1nc(C(F)(F)F)c(C(=O)Nc2ccc(F)cc2F)c1Sc1cccc(C(F)(F)F)c1 | 15% | 1% | 4 | -1% | 8% | 78%[activator] | 24% | -17% | -3%
CCN(C(=O)Cn1nc(Cc2ccncc2)c2ccccc2c1=O)c1cccc(Cl)c1 | -25% | 16% | 0 | 2% | -15% | -6%[59 µM] | 23% | -13% | -7%
CCOc1cccc(C(=O)Nc2nc3c(s2)CC(C(C)(C)C)CC3)c1 (stereo not given) | -14% | 23% | -6 | 1% | ? | 6%[59 µM] | 32% | -9% | 9%
COc1ccc(CNC(=O)C2CCCN(S(=O)(=O)c3cnc[nH]3)C2)cc1 (stereo not given) | -11% | 0% | -1 | 1% | 5% | -9% | 37%[activator] | -16% | 0%
Cc1ccnc(NC(=O)c2sc3ccccc3c2Cl)c1 | -20% | 0% | 0 | 15% | 7% | -1%[59 µM] | 35% | -14% | -9%
CC(C)NC(=O)Nc1ccc2c(c1)C(=O)N([C@H](C)CO)C[C@H](C)[C@@H](CN(C)S(C)(=O)=O)O2 | -8% | -2% | 1 | -2% | . | . | 49%[activator] | -11% | -9%
C/C(=N\NC(=O)c1nn(C)c(C)c1Br)c1ccc(NC(=O)c2ccc(C)s2)cc1 | -15% | 4% | 4 | -2% | -11% | . | 52%[activator] | -7% | -2%
CCn1c(CN2CCN(C)CC2)nc2cc(NC(=O)c3cc(OC)c(OC)c(OC)c3)ccc21 | -9% | -3% | -3 | -3% | -34% | ? | 50%[activator] | -17% | -8%
O=[N+]([O-])c1cc(S(=O)(=O)O)cc([N+](=O)[O-])c1NN(c1ccccc1)c1ccccc1 | ? | -27% | 2 | 40%[activator] | -37% | 50µM* | 7% | ? | -1%
CC(=O)N(Cc1ccccc1)c1nc(-c2ccccc2)cs1 | 38%[activator] | 4% | -1 | 7% | -9% | . | 70%[activator] | -12% | 4%
O=C(Nc1ccc(O)c2c(=O)cc(-c3ccccc3Cl)oc12)c1ccc(Cl)cc1Cl | -22%&-9% | -6%&0% | -2 | -1% | -4% | 9%[12.7 µM] | 15%&32% | -12% | -8%
Cc1cc(C)c2cc(C#N)c(NCCCNC(=O)CCC(=O)O)nc2c1 | 5% | -1% | -3 | -1% | -5% | -6% | 42%[activator] | -7% | i
O=C(NCC1CCCO1)c1ccc(CS(=O)(=O)c2ccc(Br)cc2)o1 (stereo not given) | -7% | 1% | 0 | -2% | -6% | -23% | 62%[activator] | -3% | -8%
c1ccc(-c2nc(NCCCN3CCOCC3)c3ccccc3n2)cc1 | -12% | 2% | 1 | 6% | 4% | -4%[12.7 µM] | 22% | -17% | 12%
O=C(NCC1CCCO1)C(c1cccnc1)N(C(=O)Cc1cccs1)c1cccnc1 (stereo not given) | -4% | -6% | -1 | 3% | 3%[57.1 µM] | -6% | 24% | -5% | i
Cc1cccc(NC(=O)C2CCN(S(=O)(=O)c3c(C)nn(C)c3C)CC2)n1 | -19% | 0% | 3 | -6% | 10% | 19%[59 µM] | 40%[activator] | -13% | 1%
Cc1ccccc1C(=O)Nc1ccccn1 | -2%[57.1 µM] | 2% | -4 | 7% | 0% | 12%[59 µM] | 64%[activator] | -11% | 4%
CNC(=O)CN(c1ccc(OC)cc1)S(=O)(=O)c1ccc(F)cc1 | 2% | 2% | 6 | -15% | 4% | 19%[59 µM] | 59%[activator] | -13% | -8%
Cc1ccc(-n2ncc3c(N4CCCC(C)C4)ncnc32)c(C)c1 (stereo not given) | 3% | -3% | 2 | 4% | 5% | -1%[12.7 µM] | 55%[activator] | -27% | -5%
CC1(C)CC2CC(C)(CN2C(=S)NC(=O)c2ccccc2Cl)C1 (stereo not given) | -12% | 5% | 1 | 7% | 0% | ? | 8% | -24% | -3%
Cc1ccc(S(=O)(=O)N2CCN(c3ccnc4cc(Cl)ccc34)CC2)cc1C | -19% | 3% | 3 | -18% | -12% | . | 21% | -15% | i
COc1ccc(NC(=O)N2CCCC2C(=O)NCc2ccccc2Cl)cc1 (stereo not given) | -1% | 0% | 1 | -13% | -10% | . | 39%[activator] | -20% | -9%

A different layout for 8 compounds above:
Under each structure – JMJD2A Tudor | Pin1 inhibitor | PI4K2A inh | GLS inh | BAZ2B block | G9a inh | HP1b chromo inh | Pol eta inh | Tb PGK inh
O=C(NCC1CCCO1)C(c1cccnc1)N(C(=O)Cc1cccs1)c1cccnc1 (stereo not given)
    -4% | -6% | -1 | 3% | 3%[57.1 µM] | -6% | 24% | -5% | i
Cc1cccc(NC(=O)C2CCN(S(=O)(=O)c3c(C)nn(C)c3C)CC2)n1
    -19% | 0% | 3 | -6% | 10% | 19%[59 µM] | 40%[activator] | -13% | 1%
Cc1ccccc1C(=O)Nc1ccccn1
    -2%[57.1 µM] | 2% | -4 | 7% | 0% | 12%[59 µM] | 64%[activator] | -11% | 4%
CNC(=O)CN(c1ccc(OC)cc1)S(=O)(=O)c1ccc(F)cc1
    2% | 2% | 6 | -15% | 4% | 19%[59 µM] | 59%[activator] | -13% | -8%
Cc1ccc(-n2ncc3c(N4CCCC(C)C4)ncnc32)c(C)c1 (stereo not given)
    3% | -3% | 2 | 4% | 5% | -1%[12.7 µM] | 55%[activator] | -27% | -5%
CC1(C)CC2CC(C)(CN2C(=S)NC(=O)c2ccccc2Cl)C1 (stereo not given)
    -12% | 5% | 1 | 7% | 0% | ? | 8% | -24% | -3%
Cc1ccc(S(=O)(=O)N2CCN(c3ccnc4cc(Cl)ccc34)CC2)cc1C
    -19% | 3% | 3 | -18% | -12% | . | 21% | -15% | i
COc1ccc(NC(=O)N2CCCC2C(=O)NCc2ccccc2Cl)cc1 (stereo not given)
    -1% | 0% | 1 | -13% | -10% | . | 39%[activator] | -20% | -9%

Bioassay records as filed in PubChem.

The list is partial (hit frequency here may not be typical).
